Compound activity deposited in PubChem BioAssay by several laboratories.
Rv3671c inh: Rv3671c (M. tuberculosis) protease inhibition; P9WHR9; inhibition, % at 5.96 µM; 320,000 tested, 0.048% active; AID 2606; in the data active means inhibition above about 38%;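 further: extracellular domain of Rv3671c used as enzyme; 0% = enzyme with DMSO and 100% = no enzyme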
3CLpro inhibitor: SARS-CoV 3CLpro protease inhibition. 290,000 tested, 0.14% active. recombinant SARS-CoV 3CLpro, quenched FRET peptide cleavage. AID 1706. inhibition, % at 6 µM; in the data active means inhibition above about 12%
Vc quorum ag: induces V. cholerae light production without autoinducers. V. cholerae BH1578 lux reporter, luminescence, 6 h. activation, % at 18.7 µM. 350,000 tested, 0.16% active; in the data active means activation mostly above about 9.7%, no sharp cut-off; further: not every result past the cut was called active; inactives centre near 0; reference of the scale not given here
FBA Mtb inh: inhibitors of M. tuberculosis fructose-bisphosphate aldolase; P9WQA3; purified M. tuberculosis FBA, fluorescence read-out; inhibition, % at 1 µM; 360,000 tested, 2.3% active; AID 588726; in the data active means inhibition above about 27%;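 further: 0% = vehicle and 100% = reference inhibitor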
Target sequence (P9WQA3 whole entry, looked up): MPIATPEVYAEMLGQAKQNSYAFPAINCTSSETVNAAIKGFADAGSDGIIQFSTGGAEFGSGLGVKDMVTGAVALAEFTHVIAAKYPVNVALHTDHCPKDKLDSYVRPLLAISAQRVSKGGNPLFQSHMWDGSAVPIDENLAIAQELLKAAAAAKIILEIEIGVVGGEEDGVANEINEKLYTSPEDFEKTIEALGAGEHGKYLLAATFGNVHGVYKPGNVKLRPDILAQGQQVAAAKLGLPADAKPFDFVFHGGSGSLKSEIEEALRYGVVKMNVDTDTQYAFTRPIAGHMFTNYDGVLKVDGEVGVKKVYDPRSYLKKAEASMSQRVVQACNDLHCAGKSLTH
BioA inh: inhibitors of Mycobacterium tuberculosis BioA enzyme; inhibition, % at 9.99 µM; purified M. tuberculosis BioA enzyme, plate reader; 360,000 tested, 0.096% active; in the data active means inhibition above about 40%
PriA SSB inh: blocks PriA binding to SSB C-terminal tail | inhibition, % at 33 µM | AID 1272365 | 430,000 tested, 0.6% active | AlphaScreen SSBct-PriA binding, biotinylated peptide; in the data active means inhibition mostly above about 37%, no sharp cut-off; inactive means mostly below about 20%;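 further: plate controls were negative control peptide for no effect and reference peptide for full effect; strong numbers were not always called active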
UGM FP inh: blocks M. tuberculosis UGM enzyme. P9WIQ1. purified UGM, fluorescence polarization probe displacement. inhibition, % at 10 µM. 320,000 tested, 0.06% active. AID 504406; in the data active means inhibition above about 10%, passing the limit was not always enough
Target sequence (P9WIQ1 whole entry, looked up): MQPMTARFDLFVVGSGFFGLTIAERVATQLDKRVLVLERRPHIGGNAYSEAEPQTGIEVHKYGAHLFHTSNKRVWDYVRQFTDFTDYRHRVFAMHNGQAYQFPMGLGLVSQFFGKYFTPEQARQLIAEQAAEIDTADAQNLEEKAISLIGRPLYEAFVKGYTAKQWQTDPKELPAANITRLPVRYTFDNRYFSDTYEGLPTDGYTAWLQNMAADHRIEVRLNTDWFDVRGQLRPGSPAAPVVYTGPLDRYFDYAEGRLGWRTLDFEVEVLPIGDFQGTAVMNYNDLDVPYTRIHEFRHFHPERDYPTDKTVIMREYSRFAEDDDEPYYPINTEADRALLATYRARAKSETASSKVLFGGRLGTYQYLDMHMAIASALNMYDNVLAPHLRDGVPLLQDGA
VHR inh abs: blocks human VHR1 dual specificity phosphatase | P51452 | recombinant VHR phosphatase, pNPP absorbance | inhibition, % at 13.3 µM | 290,000 tested, 0.52% active; in the data active means inhibition above about 50%; further: some compounds called inactive have numbers as strong as hits
Target sequence (P51452 whole entry, looked up): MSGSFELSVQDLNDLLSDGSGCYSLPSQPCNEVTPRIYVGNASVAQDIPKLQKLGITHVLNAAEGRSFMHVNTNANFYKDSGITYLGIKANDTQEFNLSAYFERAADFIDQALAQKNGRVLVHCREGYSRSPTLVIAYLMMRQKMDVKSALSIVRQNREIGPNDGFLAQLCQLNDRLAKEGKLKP
MazF activator: activators of E. coli MazEF toxin-antitoxin RNase | activation, % at 20 µM | P0AE70 | FAM/BHQ RNA-DNA oligo cleavage fluorescence, 5 h | 350,000 tested, 0.32% active; in the data active means activation above about 50%
Target sequence (P0AE70 whole entry, looked up): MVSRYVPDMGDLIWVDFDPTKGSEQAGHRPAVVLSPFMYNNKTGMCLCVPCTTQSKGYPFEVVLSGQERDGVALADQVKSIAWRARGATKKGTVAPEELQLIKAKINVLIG
GDH-TPI counter: GDH-TPI coupled enzyme inhibition counter-screen; GDH-TPI coupled enzyme counterscreen, NADH absorbance; inhibition, % at 4.8 µM; 360,000 tested, 1.2% active; AID 588335; in the data active means inhibition above about 30%;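 further: 0% = DMSO wells and 100% = wells lacking the enzyme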
Starred values were filed as active, the others as inactive; i = inactive; . = not tested or not shown; & = joins results of further samples. An excerpt, so the mix of outcomes need not match the whole.

Keys: A = Rv3671c inh; B = 3CLpro inhibitor; C = Vc quorum ag; D = FBA Mtb inh; E = BioA inh; F = PriA SSB inh; G = UGM FP inh; H = VHR inh abs; I = MazF activator; J = GDH-TPI counter
SMILES: O=C(Nc1ccc([N+](=O)[O-])cc1)Nc1cnccn1
  A = -12 | B = 1 | C = -0.5 | D = -3 | E = -1.4 | F = -31 | G = 2.6 | H = 2 | I = 10 | J = 12

SMILES: N#C/C(=C\c1ccc(N2CCOCC2)c([N+](=O)[O-])c1)c1nc2ccccc2[nH]1
  A = 6 | B = 3 | C = -0.3 | D = 1 | E = . | F = 7 | G = -2.4 | H = 7 | I = 6 | J = 13

SMILES: O=C(Nc1ccc(Cl)c(Cl)c1)OCCNC(=O)c1ccncc1
  A = -9 | B = -1 | C = -0.2 | D = -1 | E = -3.3 | F = -1 | G = 2.5 | H = -15 | I = -7 | J = 18

SMILES: COC(=O)c1ccccc1NC(=O)c1cccc(COc2ccccc2Cl)c1
  A = -9 | B = 0 | C = -0.4 | D = -2 | E = -1.6 | F = -44 | G = 0.7 | H = 14 | I = -7 | J = -5

SMILES: CCOc1ccc(NC(=O)CN(C)C(=O)CSc2ccccc2)cc1OCC
  A = . | B = . | C = -0.4 | D = 6 | E = -0.5 | F = -3 | G = . | H = . | I = -4 | J = 5

SMILES: CCOc1ccc(CC(=O)OCc2cc(=O)n3cc(Br)ccc3n2)cc1
  A = -5 | B = 5 | C = -0.2 | D = 0 | E = 0.8 | F = -2 | G = -0.2 | H = 2 | I = -8 | J = 6

SMILES: Cc1nc2ccc(NS(=O)(=O)c3ccc4c(c3)OCCO4)cc2s1
  A = -7 | B = 2 | C = i | D = 5 | E = 0.2 | F = -17 | G = 0.2 | H = -2 | I = 1 | J = 0

SMILES: Cc1cccn2c(=O)c3cc(C#N)c(=NC(=O)c4ccncc4)n(CCCOC(C)C)c3nc12
  A = 5 | B = 6 | C = 12 | D = 11 | E = . | F = 2 | G = 4.3 | H = 19 | I = -3 | J = 5

SMILES: COc1cc(/C=C2\SC(N)=NC2=O)ccc1O
  A = . | B = -2 | C = i | D = -8 | E = -3.4 | F = . | G = 0.5 | H = -14 | I = -25 | J = 39*

SMILES: COCCNC(=O)Cn1cc(C(=S)N2CCCCC2)c2ccccc21
  A = -9 | B = 2 | C = i | D = 4 | E = 0.0 | F = -8 | G = -1.6 | H = -2 | I = 13 | J = 2

SMILES: COc1ccc(CNC(=O)CSc2nc3c(oc4ccccc43)c(=O)n2CC2CCCO2)cc1 (configuration not stated)
  A = 1 | B = . | C = 14 | D = 2 | E = -3.2 | F = -1 | G = 0.9 | H = . | I = 0 | J = 6

SMILES: C=C[C@@H]1c2cccc(C)c2N(S(=O)(=O)c2ccc(C)cc2)[C@H](c2ccccc2)C1(C#N)S(=O)(=O)c1ccccc1 (some centres not stated)
  A = -6 | B = . | C = 5.0 | D = 5 | E = -1.5 | F = 9 | G = 5.0 | H = . | I = -5 | J = 18

SMILES: CN(C)c1ccccc1
  A = . | B = . | C = i | D = -1 | E = -0.9 | F = . | G = . | H = . | I = 17 | J = 1

SMILES: COc1cc2c3c(c1)-c1c(sn(-c4cc(OC)ccc4OC)c1=S)C(C)(C)N3C(=O)C2=O
  A = 6 | B = -1 | C = -11 | D = 0 | E = . | F = 21 | G = 2.2 | H = 9 | I = 15 | J = 0

SMILES: Cc1ccc(S(=O)(=O)n2c(C)nc3cc(C)ccc32)cc1
  A = -1 | B = -7 | C = i | D = 0 | E = -1.2 | F = -5 | G = 3.8 | H = 12 | I = 6 | J = -1

SMILES: COc1ccc(CCN2C(=O)NC(NS(=O)(=O)c3ccc(Cl)cc3)(C(F)(F)F)C2=O)cc1OC (configuration not stated)
  A = 1 | B = 1 | C = -1.0 | D = -3 | E = -1.2 | F = -7 | G = 0.3 | H = 12 | I = 5 | J = -2

SMILES: CCC(C)NC(=O)CCSc1ccc(C)cc1 (configuration not stated)
  A = -6 | B = -5 | C = -0.2 | D = 3 | E = . | F = -2 | G = . | H = -14 | I = 0 | J = 3

SMILES: O=C(c1ccccc1)N1CCN=C1SCc1ccc([N+](=O)[O-])cc1
  A = -1 | B = -1 | C = -0.3 | D = 0 | E = . | F = -21 | G = -2.5 | H = 42 | I = -11 | J = -4

SMILES: COC(=O)c1scc(C)c1NS(=O)(=O)c1ccc(NC(C)=O)cc1
  A = -5 | B = -3 | C = -0.4 | D = -1 | E = . | F = -3 | G = 2.5 | H = 9 | I = 5 | J = -7

SMILES: C[C@@H]1CN([C@@H](C)CO)C(=O)c2cc(Br)cnc2O[C@@H]1CN(C)S(=O)(=O)c1ccc(F)cc1
  A = . | B = . | C = i | D = 1 | E = 0.1&-2.8&-1.7 | F = . | G = . | H = . | I = 0 | J = 14

SMILES: O=C(O)c1ccc(NC(=O)C2CC=CCC2C(=O)O)cc1 (configuration not stated)
  A = 7 | B = -2 | C = -0.7 | D = 0 | E = 0.7 | F = -1 | G = 0.4 | H = 6 | I = 0 | J = 6

SMILES: O=C(COC(=O)c1ccccc1O)NCCCc1ccccc1
  A = 1 | B = 8 | C = i | D = 5 | E = . | F = -9 | G = 5.0 | H = 12 | I = 1 | J = 2

SMILES: C=C(C)Cn1c(N2CCCC2)nc2c1c(=O)[nH]c(=O)n2C
  A = 0 | B = 1 | C = -0.2 | D = -1 | E = -1.4 | F = -21 | G = 0.3 | H = 12 | I = 0 | J = -11

SMILES: CCOC(=O)C1CCCN(Cc2ccc(OCc3ccccc3)c(OC)c2)C1 (configuration not stated)
  A = 12 | B = 0 | C = -0.7 | D = 0 | E = 6.3 | F = -15 | G = -1.0 | H = 26 | I = -4 | J = -6

SMILES: CC(=O)Nc1cc(C(=O)N2CCCC2)ccc1S(=O)(=O)c1ccc(C)cc1
  A = -3 | B = -6 | C = -4.0 | D = 2 | E = 3.8 | F = -4 | G = 2.5 | H = 22 | I = 1 | J = -7

SMILES: CC(=O)Nc1ccc(C(=O)NCC(c2ccco2)N(C)C)cc1 (configuration not stated)
  A = -5 | B = -1 | C = -0.7 | D = 4 | E = -1.4 | F = -1 | G = 2.0 | H = 30 | I = 3 | J = -8

SMILES: O=C(Nc1cccc(-c2ccc(N3CCCCC3)nn2)c1)c1ccco1
  A = -17 | B = . | C = i | D = 5 | E = 1.0 | F = 5 | G = 3.8 | H = . | I = 4 | J = 8

SMILES: C=C(C)C1CC=C(C)/C(=N/NC(=O)c2ccc(NC(=O)CCC)cc2)C1 (configuration not stated)
  A = 0 | B = 5 | C = -0.2 | D = -2 | E = -0.7 | F = . | G = -1.4 | H = 4 | I = 5 | J = 12

SMILES: CCOC(=O)c1sc(NC(=S)NC(=O)C23CC4CC(CC(C4)C2)C3)cc1C
  A = -5 | B = 0 | C = -3.1 | D = 8 | E = -0.9 | F = -7 | G = -0.6 | H = 30 | I = 13 | J = 1

SMILES: Cc1cccc(C)c1C(O)c1ncc(-c2ccc(Cl)cc2)[nH]1 (configuration not stated)
  A = . | B = . | C = -0.8 | D = -3 | E = 0.0 | F = . | G = . | H = . | I = . | J = -8

SMILES: CSc1nc(C)c(C(=O)C[n+]2ccccc2C)cc1C#N
  A = -2 | B = -4 | C = 0.1 | D = -1 | E = . | F = -3 | G = 1.3 | H = 4 | I = 14 | J = 25

SMILES: Cc1cccc(NC(=O)c2cc(-c3cc(C)c(C)cc3O)n[nH]2)c1
  A = -9 | B = -3 | C = i | D = -1 | E = -0.7 | F = 0 | G = 0.9 | H = 6 | I = -3 | J = -1

SMILES: COC(=O)c1ccc(N2C(=O)CC(N3CCC(n4c(=O)[nH]c5ccccc54)CC3)C2=O)cc1 (configuration not stated)
  A = -3 | B = 7 | C = i | D = -5 | E = 0.4 | F = -7 | G = -4.8 | H = 4 | I = -10 | J = 11

SMILES: C=CCn1c(P(C)(=O)O)nc2ccccc21
  A = 1&-11 | B = 1&3 | C = -0.6 | D = 4&1 | E = 1.6 | F = -1 | G = 3.0&5.3 | H = 3&1 | I = 4&-2 | J = 2&-5

SMILES: Cc1c(Cl)cccc1NC(=O)c1cc(S(=O)(=O)N2CCOCC2)cn1C
  A = 3 | B = 3 | C = -0.2 | D = 3 | E = 0.3 | F = -10 | G = -1.9 | H = 21 | I = -5 | J = 4

SMILES: CC1CCCCC1NC(=O)c1ccc(S(=O)(=O)NCc2ccco2)cc1 (configuration not stated)
  A = 10 | B = 3 | C = i | D = 2 | E = -1.4 | F = 3 | G = 0.2 | H = 8 | I = -2 | J = 7

SMILES: CCCc1nnc(NC(=O)CCC(=O)NCc2ccccc2OC)s1
  A = 2 | B = -6 | C = i | D = 3 | E = -1.1 | F = -2 | G = -0.8 | H = 14 | I = -3 | J = -1

SMILES: CC(C)CCC(CCNCc1ccccn1)c1ccc2c(c1)OCO2 (configuration not stated)
  A = 2 | B = -9 | C = 1.4 | D = 2 | E = -0.3 | F = -6 | G = 1.2 | H = 7 | I = -1 | J = 10

SMILES: CC(C)CN1C2CCCC1CC(NC(=S)NCc1ccco1)C2 (configuration not stated)
  A = 2 | B = 8 | C = -0.3 | D = 1 | E = . | F = -2 | G = 2.1 | H = 13 | I = 2 | J = -3

SMILES: O=C(NCCN1CCN(C(=O)c2ccccc2Cl)CC1)C(=O)NCc1ccccc1
  A = -4 | B = -6 | C = -5.6 | D = -2 | E = -1.9 | F = 5 | G = 0.4 | H = 13 | I = -3 | J = 12

SMILES: CC(NC(=O)Cc1ccc([N+](=O)[O-])cc1)c1ccc2c(c1)OCO2 (configuration not stated)
  A = 3 | B = 1 | C = i | D = -3 | E = . | F = -4 | G = -1.6 | H = 1 | I = -8 | J = -6

SMILES: Cc1ccc2c(Cl)c(C(=O)NC3CC3)sc2c1
  A = . | B = -1 | C = 0.5 | D = -1 | E = -1.7 | F = 2 | G = -0.1 | H = 9 | I = -2 | J = 2

SMILES: CN(CC(=O)Nc1ccc(F)cc1)c1ccc(S(=O)(=O)N2CCCCC2)cc1[N+](=O)[O-]
  A = -5 | B = -2 | C = -0.4 | D = 1 | E = -0.5 | F = 23 | G = 1.3 | H = -7 | I = -48 | J = -3

SMILES: O=C(CSc1n[nH]c(-c2cccnc2)n1)Nc1ccccc1[N+](=O)[O-]
  A = 3 | B = -5 | C = -4.0 | D = 0 | E = 5.6 | F = -11 | G = 1.9 | H = -3 | I = 5 | J = -5

Reformatted: results already given.
mol: Cc1c(Cl)cccc1NC(=O)c1cc(S(=O)(=O)N2CCOCC2)cn1C
  Rv3671c inh: 3
  3CLpro inhibitor: 3
  Vc quorum ag: -0.2
  FBA Mtb inh: 3
  BioA inh: 0.3
  PriA SSB inh: -10
  UGM FP inh: -1.9
  VHR inh abs: 21
  MazF activator: -5
  GDH-TPI counter: 4

mol: CC1CCCCC1NC(=O)c1ccc(S(=O)(=O)NCc2ccco2)cc1 (configuration not stated)
  Rv3671c inh: 10
  3CLpro inhibitor: 3
  Vc quorum ag: i
  FBA Mtb inh: 2
  BioA inh: -1.4
  PriA SSB inh: 3
  UGM FP inh: 0.2
  VHR inh abs: 8
  MazF activator: -2
  GDH-TPI counter: 7

mol: CCCc1nnc(NC(=O)CCC(=O)NCc2ccccc2OC)s1
  Rv3671c inh: 2
  3CLpro inhibitor: -6
  Vc quorum ag: i
  FBA Mtb inh: 3
  BioA inh: -1.1
  PriA SSB inh: -2
  UGM FP inh: -0.8
  VHR inh abs: 14
  MazF activator: -3
  GDH-TPI counter: -1

Record cards, from the list above. Order of screens: Rv3671c inh	3CLpro inhibitor	Vc quorum ag	FBA Mtb inh	BioA inh	PriA SSB inh	UGM FP inh	VHR inh abs	MazF activator	GDH-TPI counter
`Cc1c(Cl)cccc1NC(=O)c1cc(S(=O)(=O)N2CCOCC2)cn1C` reads 3	3	-0.2	3	0.3	-10	-1.9	21	-5	4
`O=C(CSc1n[nH]c(-c2cccnc2)n1)Nc1ccccc1[N+](=O)[O-]` reads 3	-5	-4.0	0	5.6	-11	1.9	-3	5	-5
`CC(=O)Nc1ccc(C(=O)NCC(c2ccco2)N(C)C)cc1` (configuration not stated) reads -5	-1	-0.7	4	-1.4	-1	2.0	30	3	-8
`CC(C)CN1C2CCCC1CC(NC(=S)NCc1ccco1)C2` (configuration not stated) reads 2	8	-0.3	1	.	-2	2.1	13	2	-3
